# Bioassay records as filed in PubChem.
# SENP1 FRET inh: blocks the human SENP1 SUMO protease catalytic domain. AID 624204. recombinant SENP1 catalytic domain, CyPet-SUMO1-YPet FRET cleavage. inhibition, % at 10 µM. actives 0.21% (n = 360,000). Q9P0U3;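 active = inhibition at least 30% at 10 µM, raw YFP signal under a set limit, fluorescence ratio 0.5 to 1.5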;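 note: 0% = enzyme with DMSO and 100% = no enzyme wells; some results filed as inactive read as strong as hits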
# Target sequence (Q9P0U3 419-644 limits assumed): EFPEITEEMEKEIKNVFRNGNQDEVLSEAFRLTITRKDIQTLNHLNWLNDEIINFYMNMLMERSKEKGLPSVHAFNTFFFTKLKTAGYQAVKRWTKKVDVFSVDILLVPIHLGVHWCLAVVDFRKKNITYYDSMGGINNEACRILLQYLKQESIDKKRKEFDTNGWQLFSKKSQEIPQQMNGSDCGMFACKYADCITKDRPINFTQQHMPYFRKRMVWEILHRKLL
#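 Material – human SENP1 catalytic domain · Input – SENP1 enzyme, 20 pM final · Compound dosing – single concentration of 10 µM compound, 0.5% DMSO final · Timing – enzyme reaction for 50 min at room temperature, dark · Measured by – FRET fluorescence in CFP and YFP emission channels · Control set – no-enzyme wells low, DMSO-plus-enzyme wells high control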
# beta cell repl: MIN6 beta-cell proliferation induction. AID 2380. actives 0.29% (n = 330,000). proliferation, % at 10 µM. MIN6 cells proliferation, ATPlite luminescence, 48 h; cells starved in 0.2% serum; 100% = growth in 10% serum;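 active = compounds whose signal lies at least 3.5 SD above the mean of all wells on their plate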;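 note: 0% = DMSO-treated cells in low-serum medium and 100% = 10% serum control; some compounds called inactive have numbers as strong as hits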
# A3A deaminase: human APOBEC3A DNA deaminase inhibition. P31941. recombinant A3A, FAM/TAMRA ssDNA deamination fluorescence. inhibition, % at 20 µM. actives 0.41% (n = 330,000). AID 493011;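 active = at least 40% inhibition at 20 µM here, with at most 30% in a related deaminase screen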;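 note: plate controls were A3A with DMSO for no effect and wells lacking A3A enzyme for full effect; some results filed as inactive read as strong as hits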
# Target sequence (P31941 whole entry, looked up): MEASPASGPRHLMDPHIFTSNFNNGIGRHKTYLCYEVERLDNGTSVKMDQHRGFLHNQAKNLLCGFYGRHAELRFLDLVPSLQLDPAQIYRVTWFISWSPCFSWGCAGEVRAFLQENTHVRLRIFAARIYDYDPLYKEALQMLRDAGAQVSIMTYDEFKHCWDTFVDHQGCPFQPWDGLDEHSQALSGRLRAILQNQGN
# mIAP inh: mouse IAP inhibition. purified mouse IAP, CDP-Star luminescence, 30 min. actives 0.2% (n = 330,000). AID 2806. inhibition, % at 10 µM;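 active = inhibition of at least 40% at 10 µM in the primary screen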;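 note: plate controls were DMSO with enzyme for no effect and no enzyme wells for full effect; values of inactives mirror those of a sister screen read the other way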
# hIAP activ: increases human intestinal alkaline phosphatase activity | P09923 | purified human IAP, CDP-Star luminescence, 30 min; hits give high values; 1 = vehicle-only enzyme, 0 = enzyme-free background | activation factor at 10 µM | actives 0.16% (n = 330,000);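 active = activation factor of the enzyme at least 2-fold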; note: the source names both 10 and 20 µM as test concentration; values of inactives mirror those of a sister screen read the other way
# hIAP inh: human IAP inhibition; P09923; purified IAP, CDP-Star luminescence, 30 min; inhibition, % at 10 µM; actives 0.12% (n = 330,000); AID 2544;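 active = inhibition reaching a set limit with compound at 10 µM in the primary screen, cut at about 35% in these data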;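 note: plate controls were DMSO wells with enzyme for no effect and no-enzyme buffer wells for full effect; values of inactives mirror those of a sister screen read the other way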
# APOBEC3G inh: APOBEC3G (human) deaminase inhibition | Q9HC16 | recombinant A3G, ssDNA deamination FAM/TAMRA fluorescence | inhibition, % at 20 µM | actives 0.28% (n = 330,000);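 active = inhibition of at least 40% at 20 µM, with no more than 30% in the related APOBEC3A deaminase screen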;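 note: plate controls were DMSO wells with A3G for no effect and wells lacking A3G enzyme for full effect; some compounds called inactive have numbers as strong as hits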
# Target sequence (Q9HC16 whole entry, looked up): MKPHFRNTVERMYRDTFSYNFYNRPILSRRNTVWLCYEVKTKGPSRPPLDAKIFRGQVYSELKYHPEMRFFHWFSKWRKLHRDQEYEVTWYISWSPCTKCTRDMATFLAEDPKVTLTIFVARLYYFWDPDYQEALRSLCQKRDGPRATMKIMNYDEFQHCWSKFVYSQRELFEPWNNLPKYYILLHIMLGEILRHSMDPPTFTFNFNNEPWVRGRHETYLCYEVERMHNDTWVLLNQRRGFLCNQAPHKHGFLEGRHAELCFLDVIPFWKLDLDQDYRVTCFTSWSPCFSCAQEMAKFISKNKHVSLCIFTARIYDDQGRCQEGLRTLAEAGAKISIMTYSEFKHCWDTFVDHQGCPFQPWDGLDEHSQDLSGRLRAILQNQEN
# NALP3 yeast inh: NALP3 inhibition in yeast; Yeast reconstituted NLRP3/ASC/caspase-1, beta-gal luminescence, 24 h; inhibition, % at 10 µM; actives 0.39% (n = 330,000); AID 2825;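 active = inhibition of 50% or more; inactive = inhibition below 50%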;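 note: plate controls were induced DMSO wells for no effect and uninduced yeast grown without galactose for full effect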
# mIAP act: increases mouse intestinal alkaline phosphatase activity. muIAP, CDP-Star luminescence, 30 min; hits give high values; 1 = vehicle-only enzyme signal, 0 = enzyme-free wells. activation factor at 10 µM. actives 0.24% (n = 330,000). AID 2805;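 active = activation factor of at least 2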; note: the source names both 10 and 20 µM as test concentration; values of inactives mirror those of a sister screen read the other way
#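 System: mouse IAP enzyme. Reagent: CDP-Star chemiluminescent phosphatase substrate. Benchmarks: DMSO wells, no-enzyme wells. Times: 30 min enzyme-substrate-compound incubation at room temperature. Detection: luminescence from enzymatic CDP-Star hydrolysis. Doses: test compounds delivered from DMSO solution.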
# * = called active by the depositor; / = not tested or not shown. This is a subset; count on the stated rates, not on these rows.
SMILES,SENP1 FRET inh,beta cell repl,A3A deaminase,mIAP inh,hIAP activ,hIAP inh,APOBEC3G inh,NALP3 yeast inh,mIAP act
Cc1cc(C)cc(C(=O)OCC(=O)NC(=O)NC2CCCC2)c1,2.5,-1.0,-2.3,-6.4,0.791,20.9,-7.0,19.0,1.06
Cc1ccc2cc3cc(C(=O)NCc4ccc5c(c4)OCO5)oc3nc2c1,-3.3,-1.1,2.4,10.5,0.945,5.5,1.3,16.4,0.895
CCCNC(=O)N1CCC(C(=O)c2ccc(Cl)cc2)CC1,1.8,-3.2,1.6,13.7,1.07,-7.5,2.2,10.0,0.863
CC1Cc2ccccc2N1Cc1ccc([N+](=O)[O-])cc1 (stereo not given),0.2,0.9,-3.0,12.8,0.948,5.2,-7.6,3.3,0.872
N#Cc1cccc(NC(=O)Cn2c3[n+](c4ccc(C(F)(F)F)cc42)CCCCC3)c1,-8.2,0.0,41.7*,-2.8,0.99,1.0,28.3,16.6,1.03
O=C1NCCCC1C(=O)N/N=C/c1ccccc1 (stereo not given),3.0,0.0,-1.2,2.3,1.07,-6.8,-1.9,13.0,0.977
Cc1sc2nc(SCC(=O)N(C)C)[nH]c(=O)c2c1C,-6.7,-1.8,1.8,-0.7,0.943,5.7,-0.3,7.3,1.01
C[C@H]1CNC(=O)C(=O)N1C[C@H](Cc1ccc(O)cc1)NC(=O)CC12CC3CC(CC(C3)C1)C2,1.7,0.8,-7.6,-6.6,1.19,-19.1,-14.5,3.2,1.07
C=CCNC(=S)NNC(=O)c1ccc([N+](=O)[O-])cc1,0.4,0.0,-4.6,15.2,1.36,-36.5,-10.0,27.3,0.848
COc1cc(NS(=O)(=O)c2ccccc2)ccc1-n1nc(C)cc1C,0.8,-0.2,-2.4,-1.9,1.05,-4.8,-4.8,3.4,1.02
CCC(=O)N1c2ccc(S(=O)(=O)NCc3ccco3)cc2CC1C (stereo not given),-8.2,-0.1,12.8,3.9,0.97,3.0,12.2,11.8,0.961
Cc1ccc2cc(C(c3nnnn3Cc3ccccc3)N3CCN(c4ccccc4)CC3)c(=O)[nH]c2c1 (stereo not given),-13.7,-3.3,-2.3,8.5,1.16,-15.8,-5.2,15.0,0.915
COc1cccc(Cn2c(-c3cccs3)noc2=O)c1,1.8,0.6,-1.3,2.9,0.851,14.9,-6.8,-45.3,0.971
CCc1ccccc1NC(=O)C1CCCN(c2nn3c(=O)cc(C)nc3s2)C1 (stereo not given),1.0,1.6,2.1,-4.4,1,-0.3,-0.2,7.6,1.04
CCCC(C)NC(=O)c1sc2nc3n(c(=O)c2c1C)CCC3 (stereo not given),-0.8,-2.5,-2.4,6.3,1.08,-7.8,-5.8,7.6,0.937

# Of the compounds above, these contain a halogen.
SMILES,SENP1 FRET inh,beta cell repl,A3A deaminase,mIAP inh,hIAP activ,hIAP inh,APOBEC3G inh,NALP3 yeast inh,mIAP act
CCCNC(=O)N1CCC(C(=O)c2ccc(Cl)cc2)CC1,1.8,-3.2,1.6,13.7,1.07,-7.5,2.2,10.0,0.863
N#Cc1cccc(NC(=O)Cn2c3[n+](c4ccc(C(F)(F)F)cc42)CCCCC3)c1,-8.2,0.0,41.7*,-2.8,0.99,1.0,28.3,16.6,1.03

# Additional entries.
SMILES,SENP1 FRET inh,beta cell repl,A3A deaminase,mIAP inh,hIAP activ,hIAP inh,APOBEC3G inh,NALP3 yeast inh,mIAP act
COc1ccc(NC(=O)CN2C(=O)CSC(C)C2=O)c(OC)c1 (stereo not given),-1.2,-3.6,-1.2,2.5,0.986,1.4,-6.0,9.4,0.975
O=C(CCCn1cnc([N+](=O)[O-])n1)Nc1cc(Cl)ccc1O,3.6,0.5,3.3,6.4,1.06,-5.6,-1.5,11.5,0.936
CN(CC(=O)Nc1ccc(C#N)cc1)Cc1ccc(Cl)cc1Cl,0.6,-3.3,-2.0,4.4,0.916,8.4,-3.3,65.2*,0.956
C=Cc1cccc(NC(=O)COc2ccccc2)c1,0.6,-1.7,5.7,-4.7,1,-0.3,-3.2,11.6,1.05
COc1ccc(N(Cc2ccc(N(C)C)cc2)C(=O)c2ccc(S(C)(=O)=O)cc2)cc1,-0.9,0.2,-2.7,3.6,1.08,-7.6,-12.2,4.8,0.964
Nc1nc(SCC(=O)Nc2ccc(OC(F)(F)F)cc2)[nH]c(=O)c1NC(=O)c1ccc(Br)o1,-4.2,1.2,2.0,2.0,1.19,-18.5,-3.0,-3.4,0.98
Cc1ccc2cccc(S(=O)(=O)N3CCN(c4ccccc4F)CC3)c2n1,-2.6,1.6,4.5,-1.3,0.779,22.1,-0.3,50.5*,1.01
COc1ccc(NC(=O)c2cc(C(=O)Nc3ccc(OC)cc3OC)cc([N+](=O)[O-])c2)c(OC)c1,2.5,-2.4,-2.8,1.4,1.26,-26.3,-4.4,19.6,0.986
CC(c1ccco1)N(Cc1ccco1)C(=O)Nc1ccccc1 (stereo not given),-0.9,-1.5,-10.2,-2.7,1.14,-14.2,-2.5,3.7,1.03
CCOc1cc(CNCc2ccccn2)ccc1OCC(=O)NC(C)(C)C,1.1,-1.4,2.2,14.8,1.03,-2.6,-2.2,4.9,0.852
COc1ccccc1CNC(=O)CCS(=O)(=O)c1ccc2c(c1)CCCN2C(C)=O,1.4,1.8,0.4,6.4,0.911,8.9,0.4,8.8,0.936
COc1cc(/C=N/NC(=O)CCNC(=O)c2ccccc2Cl)ccc1O,2.6,-3.0,-0.7,-3.3,0.986,1.4,-9.8,0.1,1.03
CCSc1nsc(NC(=O)Nc2ccccc2F)n1,-0.2,0.4,-5.0,-3.4,1.21,-21.2,-8.0,22.2,1.03
CC(NC(=O)NC12CC3CC(CC(C3)C1)C2)C1CCCO1 (stereo not given),-0.5,-0.2,-0.5,3.9,1.06,-5.6,-3.3,-2.8,0.961
COc1ccc(-c2cc3nc(C)cc(N4CC(C)CC(C)C4)n3n2)cc1 (stereo not given),-133.5,-5.0,-1.7,-11.9,1.27,-26.7,-2.3,10.3,1.12
C/C(CC(=O)Nc1cccc(Cl)c1C)=N\NC(=O)C(=O)NCC(C)C,0.8,-5.1,-0.1,-3.7,1.19,-18.6,-2.9,2.7,1.04
CSc1nnc(C)c(=O)n1COC(=O)COc1ccc2ccccc2c1,4.7,0.8,-0.8,7.8,1,-0.1,-3.2,-2.2,0.922
Cn1cc(/C=N/NC(=O)c2cc3cc(Br)ccc3o2)c2ccccc21,-34.5,0.4,52.0*,-2.9,0.871,12.9,16.2,10.3,1.03
COc1nc(OCCNC(=O)Nc2ccccc2)nc(N(C)C)n1,0.7,-2.4,-5.0,0.2,1.17,-17.3,-4.5,10.7,0.998
COc1ccc(C2CC(=O)C(C(c3ccc(O)cc3)C3C(=O)CC(c4ccc(OC)cc4)CC3=O)C(=O)C2)cc1 (stereo not given),/,-1.3,31.0,18.2,1.04,-3.7,9.9,1.2,0.818
Cc1ccc(S(=O)(=O)CC(O)CN2CCCC2=O)cc1 (stereo not given),1.2,1.7,1.2,1.5,1.06,-6.0,-8.1,8.2,0.985
CC(OC(=O)c1ccc(O)cc1)C(=O)Nc1ccc(Oc2ccccc2)cc1 (stereo not given),-0.8,-6.7,-4.8,-15.9,1.1,-10.5,-6.5,10.8,1.16
C=CCn1c(CNC(=O)c2ccco2)nnc1SCC(=O)Nc1cccc(Br)c1,1.8,-0.4,-2.4,4.2,0.858,14.2,-6.1,-0.6,0.958
O=c1c2ccccc2cnn1Cc1n[nH]c(=S)n1-c1ccccc1Cl,0.3,0.0,-2.7,-5.0,1.02,-1.7,15.0,-3.8,1.05
O=C(Cn1nnc(-c2ccccc2)n1)NCc1ccco1,-1.8,-0.5,4.8,4.8,0.896,10.4,2.0,-7.2,0.952
CC(=O)Nc1ccc(NC(=O)C(=O)NCC(c2ccco2)N2CCc3ccccc32)cc1 (stereo not given),1.7,4.0,-2.6,0.5,0.877,12.3,-6.8,13.4,0.995
CC1CCc2c(sc3[nH]c(=S)n(C)c(=O)c23)C1 (stereo not given),-0.9,-4.2,-5.9,5.3,1.21,-21.4,-5.2,28.5,0.947
CN1CCN(CCOc2ccc(Cl)c(Cl)c2)CC1,-1.2,-0.3,-3.8,3.3,0.912,8.8,-4.6,-1.4,0.967
COc1cc(/C=N/NC(=O)c2ccccn2)ccc1OC(=O)c1cccs1,2.4,-4.1,-1.9,16.5,1.28,-27.9,-9.4,3.2,0.835
COc1ccc(OC(C)C(=O)Nc2ccc([N+](=O)[O-])cc2)cc1 (stereo not given),2.1,-0.9,0.1,9.2,1.24,-23.7,-3.1,14.3,0.908
Cc1nc2ccc(S(=O)(=O)NC(CC(C)C)C(=O)O)cc2s1 (stereo not given),1.8,-2.4,1.0,-6.0,1.06,-5.6,-1.4,0.6,1.06
CCOc1ccc(C(=O)N[C@H](C(=O)NNC(=O)c2cccs2)C(C)C)cc1,2.4,-2.6,-2.3,6.9,1.18,-18.2,-4.3,20.7,0.931
CC(=O)N1CCN(c2ccc(NC(=O)c3ccco3)cc2)CC1,0.2,-0.7,-6.9,4.3,0.887,11.3,-9.3,7.4,0.957
CCOC(=O)C=Nc1c(N)n(C)c(=O)n(C)c1=O,-54.5,-2.4,-2.7,-4.8,1,-0.1,-9.4,8.6,1.05
CCOC(=O)C(CCCCCOc1ccc([N+](=O)[O-])cc1)C(=O)OCC,-2.3,-3.8,2.9,6.8,0.98,2.0,-5.2,20.4,0.932
CC1CCCN(CC(=O)Nc2ccc(S(=O)(=O)N3CCCC3)cc2)C1 (stereo not given),-0.6,-5.2,-5.1,-0.5,0.993,0.7,0.2,-2.0,1
Cc1ccccc1NC(=S)NC(=O)COc1ccccc1C,0.6,-3.7,1.2,-5.4,1.07,-7.2,7.0,22.1,1.05
Cc1ccc(S(=O)(=O)N(C)c2c(C)ccc(S(=O)(=O)Nc3ccncc3)c2C)cc1,0.0,1.1,0.5,-1.8,1.14,-13.7,2.0,6.5,1.02
Fc1cccc(CSc2ncnc3c2oc2ccccc23)c1,2.9,3.0,-1.3,14.3,1.07,-7.3,-1.8,12.3,0.857
O=C(CCl)N1CCCC1c1ccc2c(c1)OCCO2 (stereo not given),-0.1,-4.0,-5.1,-11.8,1.15,-14.7,-11.2,6.3,1.12
O=c1cc(NCCCO)c2ccccc2o1,1.1,-0.4,0.0,-6.9,0.936,6.4,-0.4,18.7,1.07
COc1ccc(S(=O)(=O)N2CCC(C(=O)NC3CCCC3)CC2)cc1OC,2.7,0.8,-2.2,10.8,1.19,-18.5,-5.3,-0.8,0.892
Cc1cc(C)n(CCCNC(=O)c2cc(COc3ccc(C)c(C)c3)on2)n1,-1.6,-1.9,-3.1,10.8,1.02,-2.2,-7.6,23.1,0.892
Cc1ccc(-c2csc(NCCn3c(C(F)(F)F)nc4ccccc43)n2)cc1,-0.5,-0.3,-4.3,-17.3,0.967,3.3,-7.8,6.5,1.17
O=C(N/N=C/c1ccc([N+](=O)[O-])cc1)c1cccs1,0.2,-3.2,-2.2,2.0,0.965,3.5,-12.9,4.5,0.98
O=C(CSCc1ccc([N+](=O)[O-])cc1)Nc1cccc(C(=O)Nc2ccccc2C(=O)O)c1,-2.0,-2.8,6.1,11.5,0.871,12.9,-2.7,-2.0,0.885
